# Compound activity: PubChem BioAssay, National Center for Advancing Translational Sciences (NCATS)
# AmpC no deterg: blocks E. coli AmpC beta-lactamase in detergent-free assay; AmpC nitrocefin hydrolysis, absorbance 480 nm, 0.0001% Triton; Potency, µM (highest dose often 57.1 µM), without a hit: at the highest dose activity change, negative = inhibition, actives largely listed as inhibitors; 0.52% of 330,000 active; AID 485341; P00811;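 also: potency is read from the fitted curve at half-maximal effect; plate controls were no compound for no effect and no enzyme for full effect; nearly all actives have a fitted effect of over 20% in size; some results filed as inactive show a strong effect at the top dose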
# Target sequence (P00811 whole entry, looked up): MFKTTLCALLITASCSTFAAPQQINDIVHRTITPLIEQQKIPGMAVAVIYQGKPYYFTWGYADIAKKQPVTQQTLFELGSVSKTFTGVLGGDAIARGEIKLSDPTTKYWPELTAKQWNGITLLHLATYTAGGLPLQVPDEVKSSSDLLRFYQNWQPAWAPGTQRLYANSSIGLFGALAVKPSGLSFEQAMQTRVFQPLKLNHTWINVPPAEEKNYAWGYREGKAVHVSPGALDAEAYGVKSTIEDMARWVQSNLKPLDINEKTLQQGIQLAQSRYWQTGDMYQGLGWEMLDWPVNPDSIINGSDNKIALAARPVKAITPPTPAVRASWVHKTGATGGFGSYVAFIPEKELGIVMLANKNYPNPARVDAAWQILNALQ
#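 AmpC (5.3 nM in the dispensed reagent) in 20 mM phosphate pH 7.0 with 0.01% (detergent screen) or 0.0001% Triton X-100 was preincubated with compounds for 15 min at room temperature. Nitrocefin was then added from an 800 uM solution, and hydrolysis was followed at 480 nm.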
# Sm TGR block: S. mansoni TGR enzyme inhibition. purified TGR, DTNB reduction, TNB absorbance 405 nm. Potency, µM (top dose mostly 114 µM), for the others: at the top dose activity change, negative = inhibition, usual class: inhibitors. 3% of 360,000 active; also: potency is read from the fitted curve at half-maximal effect; nearly all actives have a fitted effect of over 60% in size
#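 Kinetic colorimetric format: TGR-catalysed, NADPH-driven DTNB reduction monitored via TNB absorbance. Enzyme dispensed at 20 nM; compound exposure 15 min at room temperature before reaction start.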
# AmpC detergent: blocks E. coli AmpC beta-lactamase in detergent assay | 0.041% of 370,000 active | AmpC hydrolysis of nitrocefin, absorbance 480 nm, 0.01% Triton | AID 485294 | Potency, µM (top dose mostly 114 µM), without a hit: top-dose activity change, negative = inhibition, actives largely listed as inhibitors | P00811;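 also: potency is read from the fitted curve at half-maximal effect; 0% = no-compound wells and -100% = no-enzyme wells; nearly all actives have a fitted effect of over 25% in size; some results filed as inactive show a strong effect at the top dose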
#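 AmpC (5.3 nM in the dispensed reagent) in 20 mM phosphate pH 7.0 with 0.01% (detergent screen) or 0.0001% Triton X-100 was preincubated with compounds for 15 min at room temperature. Nitrocefin was then added from an 800 uM solution, and hydrolysis was followed at 480 nm.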
# HCMV inh: inhibitors of human cytomegalovirus. 4.5% of 410,000 active. activity change, negative = inhibition, % at 57.5 µM. AID 1259415. HFF cells, HCMV-luciferase reporter, 72 h; stronger effect = lower value; in the data active = activity change below about -60%; inconclusive = no clear call, values can overlap the other calls; inactive = above about -39%
#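 Cell-based, HFFs, 1000 cells/well, 16 h 37C; cpds in DMSO + HCMV-luc, MOI 1 PFU/cell; 72 h 37C; OneGlo luminescence after 5 min RT; norm. to buffer vs Salinomycin 10uM.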
# AMA1-RON2 inh: disrupts binding of P. falciparum AMA1 to RON2. Potency, µM (top dose mostly 58.2 µM), without a hit: at the top dose activity change, negative = inhibition, usual class: inhibitors. AlphaScreen AMA1-biotinylated RON2 peptide binding. AID 720542. 0.2% of 360,000 active;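 also: potency is read from the fitted curve at half-maximal effect; 0% = vehicle wells and -100% = peptide control; nearly all actives have a fitted effect of over 45% in size; some results filed as inactive show a strong effect at the top dose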
#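 AMA1 (3D7) with his tag at 25 nM final met compounds first, then biotinylated RON2 peptide at 25 nM; detection used donor plus acceptor beads, 10 µg/mL apiece, read by AlphaScreen after 30 min at room temperature.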
# FBPA Giardia inh: inhibitors of Giardia lamblia fructose-1,6-bisphosphate aldolase. A8B2U2. purified Giardia FBPA. Potency, µM (titrated, usually from 59.6 µM), without a hit: top-dose activity, negative = inhibition, actives largely listed as inhibitors. 0.71% of 290,000 active. AID 2451; also: potency is read from the fitted curve at half-maximal effect; nearly all actives have a fitted effect of over 55% in size
# Target sequence (A8B2U2 whole entry, looked up): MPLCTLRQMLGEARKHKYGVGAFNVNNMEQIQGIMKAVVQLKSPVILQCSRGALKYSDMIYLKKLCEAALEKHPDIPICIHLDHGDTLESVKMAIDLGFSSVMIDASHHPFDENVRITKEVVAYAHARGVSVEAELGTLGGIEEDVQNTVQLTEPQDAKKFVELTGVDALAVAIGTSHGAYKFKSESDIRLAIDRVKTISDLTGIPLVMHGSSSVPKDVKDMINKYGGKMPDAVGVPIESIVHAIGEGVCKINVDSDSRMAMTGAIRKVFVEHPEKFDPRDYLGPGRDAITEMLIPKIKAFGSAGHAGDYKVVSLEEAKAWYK
#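 40 nM FBPA preincubated 10 min at RT with compound (up to 57.5 uM final), then substrate plus GAPDH/TPI/NAD/arsenate coupling and diaphorase/resazurin added. Fluorescence read after 20 min at RT, 525/598 nm.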
# * marks the source's active call; other numbers are inactive results; ? = inconclusive; / = not tested or not shown; & = joins results of further samples; [ ] = remark or other dose. Unless noted, calls follow the shape of the dose curve; as a rule, active = well fitted curve in the direction sought with a large enough effect; inconclusive = small, poorly fitted or top-dose-only effect, or another doubt; inactive = no such curve, though single readings can be large; an effect the other way counts as inactive or inconclusive. Unless noted, % is scaled to controls: 0 for no effect and ±100 for the full control effect.
SMILES,AmpC no deterg,Sm TGR block,AmpC detergent,HCMV inh,AMA1-RON2 inh,FBPA Giardia inh
CCOc1ccc(C2N3CC4(C(C)C)CN2CC(C(C)C)(C3)C4=O)cc1OC (centres undefined),/,8.6%,17.1%,9.0,/,/
COc1ccc2c3c([nH]c2c1)C(C)NCC3 (centres undefined),-32.9%,11.2µM*,5.7%,12.6,-22.1%,-3.5%
CC1CCc2c(sc(NC(=O)c3ccc(N4C(=O)CCC4=O)cc3)c2C(N)=O)C1 (centres undefined),-3.6%,-17.4%,-4.9%,-24.5,-2.7%,/
Cc1ccc(S(=O)(=O)c2nc(-c3ccccc3)oc2N2CCCC2)cc1,-21.5%,2µM*,-11.8%,-35.2,-16.6%,/
CCNS(=O)(=O)c1ccc2c3c(cccc13)C(=O)N2,-8.6%,0.4%,?,135.1,-0.2%,-4.7%
O=C(COC(=O)c1cccs1)NCCC1=CCCCC1,-6.3%,-2.6%,5.7%,-26.1,-2.4%,-4.1%
COc1cccc(CNCCCSc2nnnn2C)c1OC,/,-3.2%,20.9%,14.9,/,/
COc1nn(-c2ccccc2)c(=O)c(Cl)c1Cl,-6.0%,22.4µM*,?,-102.2*,-19.0%,6.1%
CN(C)N=C1c2cc(S(=O)(=O)N(C)C)ccc2-c2ccc(S(=O)(=O)N(C)C)cc21,94.5%[activator],4.4%,0.4%,0.0,-7.2%,/
Cc1nc(SCC(=O)CC(=O)OC(C)C)c(C#N)c(C)c1C,-11.8%,?,-13.3%,-21.2,40.3%[activator],3.2%
CCCn1c(SCC(=O)c2ccc3c(c2)OCCO3)nc2c1c(=O)n(C)c(=O)n2C,-8.2%,-24.6%,-2.5%,-4.8,-2.2%,-0.6%
Cc1ccccc1N1CCN(S(=O)(=O)CC23CCC(CC2=O)C3(C)C)CC1 (centres undefined),-11.8%,3.8%,-0.8%,-8.9,-2.5%,-9.4%
CC1CN(C(=O)CCc2cc(C(C)(C)C)c(O)c(C(C)(C)C)c2)CC(C)O1 (centres undefined),154.2%[activator],5.7%,6.5%,-24.8,-3.4%,-0.5%
Cc1onc(C(=O)N2C(C)CCCC2C)c1[N+](=O)[O-] (centres undefined),-21.8%,2.8%,-5.3%,?,13.7%,4.8%
COc1ccc(NC(=O)c2cc(C)on2)cc1OC,-17.5%,-0.9%,?,52.3,-0.3%,-0.5%
CC(C)N1CCC(N2CCN(C3CCCC3)CC2CCO)CC1 (centres undefined),-27.7%,/,-9.1%,-11.3,-11.4%,0.1%
CN(C)S(=O)(=O)c1ccc(N2CCCC2)c(C(=O)Nc2nc(-c3ccc(F)cc3)cs2)c1,42.8%,-15.2%,-10.4%,52.8,-7.2%,0.3%
CCCCOc1ccc(C(=O)N(Cc2ccccc2)C2CCS(=O)(=O)C2)cc1 (centres undefined),112.2%[activator],-6.0%&7.5%,-3.1%&5.4%,-3.1&9.2,15.5%,3.3%
Cc1ccc2c(c1)nnn2C1CCN(S(=O)(=O)c2ccc(C(=O)N(C)C)cc2)CC1,103.1%[activator],7.5%,-4.5%,6.3,-6.3%,-3.6%
Cc1ccc(C(C(=O)NC2CCCCC2)N(C(=O)Cc2c[nH]c3ccccc23)c2ccccc2)o1 (centres undefined),-31.8%,-9.8%,-14.0%,7.2,0.0%,0.5%
Cc1ccc(-c2cc(C(=O)Nc3cccnc3)c3ccccc3n2)s1,-37.8%,16.5%,0.4%,53.4,30.5%[activator],-4.7%
COc1ccc(OC)c(CC(NC(C)=O)C(=O)NC2CCN(c3nnnn3-c3ccccc3)CC2)c1 (centres undefined),4.0%,-7.8%,-2.8%,8.3,-5.3%,-4.6%
CCOC(=O)N1CCN(C(=O)CSc2nc(CC)nc3c2c(=O)n(C)c(=O)n3C)CC1,-5.8%,10.9%,5.6%,-15.2,16.6%,16.6%
c1ccc2c(c1)[nH]c1c(N3CCOCC3)ncnc12,-19.9%,-7.7%,-4.4%,-31.5,11.6%,-7.2%

# Some of the entries so far, as labelled records.
structure: c1ccc2c(c1)[nH]c1c(N3CCOCC3)ncnc12
  AmpC no deterg: -19.9%
  Sm TGR block: -7.7%
  AmpC detergent: -4.4%
  HCMV inh: -31.5
  AMA1-RON2 inh: 11.6%
  FBPA Giardia inh: -7.2%
structure: Cc1ccc2c(c1)nnn2C1CCN(S(=O)(=O)c2ccc(C(=O)N(C)C)cc2)CC1
  AmpC no deterg: 103.1%[activator]
  Sm TGR block: 7.5%
  AmpC detergent: -4.5%
  HCMV inh: 6.3
  AMA1-RON2 inh: -6.3%
  FBPA Giardia inh: -3.6%
structure: Cc1ccc(-c2cc(C(=O)Nc3cccnc3)c3ccccc3n2)s1
  AmpC no deterg: -37.8%
  Sm TGR block: 16.5%
  AmpC detergent: 0.4%
  HCMV inh: 53.4
  AMA1-RON2 inh: 30.5%[activator]
  FBPA Giardia inh: -4.7%

# Continued:
SMILES,AmpC no deterg,Sm TGR block,AmpC detergent,HCMV inh,AMA1-RON2 inh,FBPA Giardia inh
O=C(NCc1ccco1)c1cc2cc3ccc(Cl)cc3nc2o1,-32.4%,0.0%,-10.4%,-37.8,?,4.1%
CC1CC(C)CN(C(=O)COC(=O)CCC(=O)c2cccs2)C1 (centres undefined),-1.4%,/,/,?,0.0%,/
CCC(=O)N1CCc2cc(CNC(=O)c3ccc(F)cc3)ccc21,/,-7.1%,-7.8%,8.5,/,/
CC(=C/c1ccc(C(C)C)cc1)/C=N/NC(=O)CSc1ccccn1,-30.2%,-1.7%,-8.6%,-13.4,1.9%,3.7%
COc1cc(NC(=O)CN2C(=O)COc3ccc(S(=O)(=O)N4CCOCC4)cc32)cc(OC)c1,-5.2%,-1.3%,-1.1%,-17.9,-5.4%,4.2%
Cc1ccnc(NC(=O)CCC(=O)N(CC(=O)NC(C)(C)C)C2CCCC2)c1,-3.2%,-21.3%,0.2%,-7.9,11.3%,6.9%
CCc1cccc(C)c1NC(=O)Cn1ccn(-c2ccc(F)cc2)c(=O)c1=O,/,-3.2%,15.9%,4.9,/,/
CC(NC(=O)Cn1c(=O)oc2cc(S(=O)(=O)N3CCCCCC3)ccc21)c1ccccc1 (centres undefined),/,2.4%,15.5%,21.8,/,/
COc1cccc(NC(=O)Cn2cnc3sc(C)c(S(=O)(=O)N4CCCCC4)c3c2=O)c1,-7.1%,-16.6%,0.8%,24.2,-4.4%,-6.1%
COc1cc(C(=O)NCc2nnc(SCC(=O)c3ccccc3)o2)cc(OC)c1OC,-8.8%,-27.5%,-2.0%,5.5,25.4%,/
COc1ccc(NS(=O)(=O)c2cc(NC(=O)c3ccccc3F)ccc2N2CCCC2)cc1,-36.9%,4.9%,2.2%,?,-25.4%,-0.6%
CCOCCCNC(=O)c1ccc(Br)cc1,-2.1%,11.6%,0.1%,50.6,-14.9%,3.7%
O=C(c1cc([N+](=O)[O-])ccc1N1CCN(S(=O)(=O)c2ccc(Cl)c(Cl)c2)CC1)N1CCOCC1,-14.1%,-3.6%,?,31.1,-15.6%,0.6%
O=C(CN1CCN(c2cccc(Cl)c2)CC1)Nc1ccc(S(=O)(=O)N2CCOCC2)cc1,135.9%[activator],-3.4%,3.8%,-5.6,-11.1%,/
COc1ccc(C(=O)Nc2ccc(-c3nc4cc(C)ccc4o3)c(O)c2)cc1,/,0.6%,4.7%,25.1,/,/
O=C1N[C@@H](Cc2c[nH]c3ccccc23)COC(=O)[C@H](Cc2ccc(F)cc2)C/C=C\C[C@H]1CC(=O)N(CCO)Cc1ccccc1,199.2%[activator],/,/,41.3,-9.4%,/
Cc1ccc(N(C(=O)CCC(=O)Nc2cc(C)on2)C(C(=O)NC2CCCC2)c2ccccc2)cc1 (centres undefined),1.5%,7.8%,3.5%,-33.3,6.9%,7.3%
CCOC(=O)c1cc2cc3ccccc3cc2oc1=O,-9.2%,-2.1%,?,5.0,-0.1%,7.1%
CCOC(=O)C1CCN(c2ncnc3c2oc2ccccc23)CC1,54.2%,-0.5%,-5.7%,41.1,-2.5%,-2.7%
CNc1nc(NCCOC23CC4CC(CC(C4)C2)C3)nc(OCC(F)(F)F)n1,-21.9%,11.3%,-0.1%,-4.0,-3.3%,2.7%
COc1ccccc1C(C)NC(=O)Cc1ccsc1 (centres undefined),-10.1%,15.3%,-6.8%,-37.8,21.0%,-2.4%
c1ccc(C2COC(c3cccs3)=N2)cc1 (centres undefined),-12.7%,-1.7%,-16.3%,-22.6,6.1%,6.4%
FC(F)(F)c1ccccc1-n1c(CN2CCCCC2)n[nH]c1=S,-8.2%,0.5%,-4.2%,-20.4,53.5%[activator],-15.2%
CC(CN1CCCCC1)OC(=O)c1ccc(Cl)cc1 (centres undefined),-6.0%,4.0%,?,4.4,-4.5%,-4.6%
CN1CCN(c2nc3c(c(=O)n(C)c(=O)n3C)n2CC(=O)C23CC4CC(CC(C4)C2)C3)CC1,143.4%[activator],-25.8%,-13.3%,30.2,-0.6%,3.6%
O=C(NC(NC(=S)Nc1ccc(Cl)cc1Cl)C(Cl)(Cl)Cl)c1cccc([N+](=O)[O-])c1 (centres undefined),-37.9%,3.3%,4.5%,4.0,9.4%,-5.5%
O=C(CC(=O)N/N=C/c1ccc(C(=O)O)cc1)NCCc1ccccc1,-3.7%,-2.8%,-9.5%,-97.2*,16.8%,-10.9%
Cc1[nH]c2ccccc2c1C(C#N)(C#N)C1C(=O)c2ccccc2C1=O,14.1µM*,44.7µM*,-5.8%,0.0,-28.4%,9.98µM*
Cc1ccc(C)n1-c1ccc(C(=O)N2CCOCC2)cc1,78.7%[activator],8.91µM*,-0.5%,-36.9,11.4%,-11.0%
O=C1c2cccc([N+](=O)[O-])c2C(=O)N1CCO,-9.8%,0.0%,2.5%,11.4,-0.6%,6.2%
COc1ccc(NC(=O)c2cc3c(=O)n(Cc4ccco4)ccc3nc2C)cc1,/,-20.7%,?,-22.5,/,/
CN(C(=O)CSCC(=O)Nc1ccc(Cl)cc1)C1CCCCC1,6.3%,/,/,-18.7,2.0%,/

# Full records as entered above. Order of values: AmpC no deterg | Sm TGR block | AmpC detergent | HCMV inh | AMA1-RON2 inh | FBPA Giardia inh
# `CN1CCN(c2nc3c(c(=O)n(C)c(=O)n3C)n2CC(=O)C23CC4CC(CC(C4)C2)C3)CC1` reads 143.4%[activator] | -25.8% | -13.3% | 30.2 | -0.6% | 3.6%
# `O=C1c2cccc([N+](=O)[O-])c2C(=O)N1CCO` reads -9.8% | 0.0% | 2.5% | 11.4 | -0.6% | 6.2%
# `CN(C(=O)CSCC(=O)Nc1ccc(Cl)cc1)C1CCCCC1` reads 6.3% | / | / | -18.7 | 2.0% | /

# Not a hit list, and some 7.8% of all compounds hit somewhere here.
